# High-throughput results deposited in PubChem by several laboratories.
# MEKK3 PB1 HTS = modulators of MEKK3-MEK5 PB1 binding, primary screen, biochemical, wildtype MEKK3, multiplex bead flow cytometry, Alexa488-MEK5; bead-based flow cytometry, Alexa488-MEK5 binding to MEKK3; actives lie on both sides; 0 = blocked by unlabeled MEK5, 100 = vehicle; Mitogen-activated protein kinase kinase kinase 3 (Homo sapiens), Q99759; 290,000 tested, 1.4% active; binding response (% of control), % at 10 µM;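 active means binding response more than 3 SD above or below the average of its plate-row segment, actives on both sides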;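 further: Alexa488 bead fluorescence after subtracting the streptavidin-only scavenger bead signal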
# OXTR agonist = human OXTR agonists, primary screen, fluorescence, CHO-OTR cells, Fluo-8 calcium | Oxytocin receptor (Homo sapiens), P30559 | activation, % at 3 µM | Fluo-8 calcium fluorescence; normalized: DMSO 0%, oxytocin 100% | 320,000 tested, 0.32% active;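 active means activation above the mean of all tested compounds plus 3 SD, cutoff set per screening run, cut at about 20% in these data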;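 further: peak over basal fluorescence ratio from a 100 s FLIPR kinetic read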
# Target sequence (P30559 whole entry, looked up): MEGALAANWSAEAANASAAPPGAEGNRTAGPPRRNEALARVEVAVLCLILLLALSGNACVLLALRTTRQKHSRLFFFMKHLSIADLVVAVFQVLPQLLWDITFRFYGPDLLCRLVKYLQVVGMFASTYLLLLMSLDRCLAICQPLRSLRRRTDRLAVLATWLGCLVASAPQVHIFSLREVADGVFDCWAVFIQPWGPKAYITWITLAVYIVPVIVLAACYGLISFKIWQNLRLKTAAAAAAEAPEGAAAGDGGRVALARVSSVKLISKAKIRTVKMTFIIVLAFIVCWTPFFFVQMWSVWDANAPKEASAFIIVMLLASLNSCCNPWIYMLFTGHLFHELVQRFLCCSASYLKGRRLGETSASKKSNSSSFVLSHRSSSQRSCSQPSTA
# MEKK2wt PB1 HTS = modulators of MEK5 binding to wildtype MEKK2, primary screen, biochemical, multiplex bead flow cytometry, Alexa488-MEK5. binding response (% of control), % at 10 µM. 290,000 tested, 1.1% active. Alexa488-MEK5 binding to MEKK2 WT; actives lie on both sides. AID 1531, 2009; in the data active means binding response below about 67% or above about 130%
# NALP1 inh = NALP1 inflammasome inhibitors in reconstituted yeast, colorimetric, S. cerevisiae, triplicate retest. S. cerevisiae NALP1/ASC/caspase-1 growth, X-gal OD620, 72 h. inhibition, % at 10 µM. 280,000 tested, 0.61% active. AID 2071, 2009; in the data active means inhibition mostly above about 24%, no sharp cut-off; inactive means mostly below about 32%; further: some compounds called inactive have numbers as strong as hits
# MEKK2 mut-MEK5 = MEK5 binding signal on mutant MEKK2 PB1, primary screen, biochemical, multiplex bead flow cytometry, Alexa488-MEK5; Alexa488-MEK5 binding to MEKK2 mutant; percent response, % at 10 µM; 290,000 tested, 0.35% active; in the data active means percent response above about 24%, passing the limit was not always enough; further: inactives centre near 1; some results filed as inactive read as strong as hits; reference of the scale not given here
# GPR7 antag = GPR7 receptor antagonists, primary screen, cell-based, fluorescence, single concentration; inhibition, % at 4.4 µM; Neuropeptides B/W receptor type 1 (Homo sapiens), P48145; GPR7-expressing cells, fluorescence antagonist assay; AID 1861, 2009; 290,000 tested, 1.1% active; in the data active means inhibition above about 16%, passing the limit was not always enough;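 further: cells stimulated with the agonist NPW; 0% = agonist with vehicle and 100% = vehicle without agonist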
# Target sequence (P48145 whole entry, looked up): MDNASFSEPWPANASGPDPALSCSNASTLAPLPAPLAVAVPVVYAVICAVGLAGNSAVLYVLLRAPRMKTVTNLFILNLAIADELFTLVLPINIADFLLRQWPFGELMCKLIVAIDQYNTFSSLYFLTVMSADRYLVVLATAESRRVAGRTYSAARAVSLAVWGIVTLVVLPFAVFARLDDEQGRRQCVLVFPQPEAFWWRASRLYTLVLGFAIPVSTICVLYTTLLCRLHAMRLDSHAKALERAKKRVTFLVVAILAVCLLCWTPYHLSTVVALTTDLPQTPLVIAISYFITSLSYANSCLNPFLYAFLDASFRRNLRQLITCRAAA
# PHOSPHO1 block = PubChem AID 1565 | 290,000 tested, 1.1% active | recombinant PHOSPHO1, absorbance phosphatase assay | Phosphoethanolamine/phosphocholine phosphatase (Homo sapiens), Q8TCT1 | inhibition, % at 13.3 µM; in the data active means inhibition above about 60%
# Target sequence (Q8TCT1 whole entry, looked up): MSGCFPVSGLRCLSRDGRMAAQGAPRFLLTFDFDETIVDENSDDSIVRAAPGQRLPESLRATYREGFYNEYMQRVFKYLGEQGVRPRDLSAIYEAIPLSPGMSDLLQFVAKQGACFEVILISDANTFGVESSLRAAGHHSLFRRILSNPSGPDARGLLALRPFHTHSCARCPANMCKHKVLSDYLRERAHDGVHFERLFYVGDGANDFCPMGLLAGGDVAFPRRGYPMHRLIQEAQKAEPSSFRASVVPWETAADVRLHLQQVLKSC
# M18AAP inhibitor = PfM18AAP inhibitors, malaria aminopeptidase, primary screen, biochemical, QFRET, recombinant enzyme; M18 aspartyl aminopeptidase (Plasmodium falciparum 3D7); H-Glu-NHMec fluorogenic cleavage; inhibition, % at 7.35 µM; 290,000 tested, 1.2% active; AID 1822, 2009;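 active means inhibition above the campaign mean inhibition over all tested compounds plus 3 SD, cut at about 28% in these data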;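 further: 0% = plate median of test compound wells and 100% = 2 mM ZnCl2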
# FID counter = compounds displacing fluorescent DNA intercalator, primary screen, artefact control for HCV NS3 helicase inhibitor project, biochemical, FID fluorescence | DNA fluorescent intercalator displacement | inhibition, % at 7.9 µM | 290,000 tested, 0.17% active | AID 1845, 2009; in the data active means inhibition above about 37%;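 further: 0% = vehicle and 100% = reference compound; higher means more ethidium bromide displaced from hairpin DNA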
# The depositor's hits bear a star; / = not tested or not shown; [ ] = dose if it differs, or a comment. Compounds as they come. Share with any hit: about 6.2%.
# Values run as follows: MEKK3 PB1 HTS	OXTR agonist	MEKK2wt PB1 HTS	NALP1 inh	MEKK2 mut-MEK5	GPR7 antag	PHOSPHO1 block	M18AAP inhibitor	FID counter
CCOC(=O)CNc1nnc(SCC(=O)OCC)[nH]c1=O
→ 83	0.4	87	-6	-10	-2	14	-63	3
CCCCN(CC)C(=O)c1ccc(Cl)c(Cl)c1
→ 110	-2.3	112	2	4	6	4	-9	-6
Cc1cc(C)c(S(=O)(=O)NCC(c2cccnc2)N2CCN(Cc3ccccc3)CC2)c(C)c1 (configuration not stated)
→ 93	1.4	108	32	6	15	30	8	10
CCOc1ccc(NC(=S)N(CCN2CCOCC2)Cc2cc3cc4c(cc3[nH]c2=O)OCCO4)cc1
→ 113	-2.0	104	11	-6	-8	-95	23	-19
O=C(Nc1ccc(Cc2ccncc2)cc1)c1ccc([N+](=O)[O-])o1
→ 105	2.6	106	/	0	-2	/	-2	-4
COc1ccc(N(CC(=O)NC(C)C)C(=O)CCC(=O)Nc2ccccn2)cc1
→ 106	0.9	103	8	5	-14	30	-15	-17
CN(C(=O)COc1ccc([N+](=O)[O-])cc1)C1CCS(=O)(=O)C1 (configuration not stated)
→ 99	1.1	96	6	-4	-3	7	-6	-1
c1ccc(C(c2ccccc2)c2noc(CN3CCC(c4ccncc4)CC3)n2)cc1
→ 95	-0.8	89	13	-8	-17	27	-14	-14
CCN1CCN(CC(=O)Nc2sc3c(c2C#N)CCC3)CC1
→ 99	0.6	102	10	-2	1	50	-2	4
O=C(c1ccsc1)N1CCN(C(=O)c2cccs2)CC1
→ 95	1.5	102	-3	1	1	-3	0	-9
Cc1ccc(S(=O)(=O)N(Cc2ccccc2)c2ccccc2C(=O)N2CCCCC2)cc1
→ 97	-2.0	92	-6	-10	-7	-7	0	-43
CCn1cc(C(=O)NCc2cccs2)c(=O)c2ccc(C)nc21
→ 107	-0.1	101	9	0	-2	-3	5	-3
Cc1ccc(NC(=O)N/C=C/c2ccco2)cc1C
→ 104	0.1	95	4	1	10	6	1	-12
C[C@@H]1CC=C[C@H]2[C@H]1C(=O)N(Cc1ccccc1)[C@H]2c1ccc(F)c(-c2ccc(N(C)C)cc2)c1
→ 66*[inhibitor]	-1.2	54*[inhibitor]	17	2	/	-9	/	/
CCOC(=O)/C(=N/Nc1ccc(Cl)cc1)S(=O)(=O)c1ccc(Cl)cc1
→ 98	-0.6	96	26	0	-9	-4	-3	0
CCN=c1sc(C(=O)Nc2ccccc2)c(C)n1CC
→ 98	1.5	96	5	-7	-5	18	-1	5
CC1(c2ccccc2)CC(C)(C)N2C(=O)C3(C(C#N)=C(N)Oc4cc(O)ccc43)c3cccc1c32 (configuration not stated)
→ 101	-0.2	88	7	-4	-17	3	-4	-20
CCc1ccccc1NC(=O)NC1CC2CCC(C1)N2Cc1cccs1 (configuration not stated)
→ 100	1.3	107	22	4	-5	24	-1	3
CCC(=O)N(Cc1c(C)nn(-c2ccccc2)c1Cl)c1ccc(Cl)cc1
→ 99	-2.3	98	32	1	18	1	-1	-43
COc1cccc(N(C(=O)c2snc(C(N)=O)c2N)C(C(=O)NCC2CCCO2)c2ccc(C)o2)c1 (configuration not stated)
→ 99	0.2	98	-4	-1	-12	28	4	-42
O=C(c1ccc(Cl)cc1)[C@@H]1[C@@H]2C(=O)N(c3ccccc3)C(=O)[C@@H]2C2c3ccccc3C=NN21 (some centres not stated)
→ 104	6.5	92	34	0	-1	-5	2	-13
COc1ccc(C(=O)CC(c2ccccc2)C2CCCCC2=O)cc1 (configuration not stated)
→ 95	-1.8	94	13	-5	-1	14	7	-25
CCN(CC)CCNC(=O)c1ccc(NC(=O)c2cccc(S(=O)(=O)Nc3ccc(C)cc3)c2)cc1
→ 106	-1.8	114	32	1	-6	-11	4	31
O=C(CNC1CCCC1)Nc1ccc(N2CCCCCC2)cc1
→ 101	7.6	109	30*	1	9	21	14	21
CCN(CC)c1ccc(NC(=O)c2cccnc2)cc1
→ 110	0.2	134*	-1	13	-3	-22	-4	6
COc1cc([N+](=O)[O-])ccc1NC(=O)CN1CCN(C(=O)c2ccco2)CC1
→ 102	0.1	97	-3	0	-2	23	2	-15
COc1ccc(N/C(=N/c2nc(C)cc(C)n2)NC(=O)Nc2ccc(Cl)c(Cl)c2)c(OC)c1
→ 108	-1.4	107	19	-2	2	0	0	2
Cn1c(SCc2cc([N+](=O)[O-])cc3c2OCOC3)nnc1-c1ccccn1
→ 98	1.0	95	1	-4	-11	7	-2	-3
COc1ccc(-n2ccsc2=S)cc1
→ 108	-0.2	108	18	7	-11	10	-1	-1
COc1ccc(Nc2nc(N)nc(SCc3nnc(C)s3)n2)cc1
→ 99	-2.0	105	-31	3	-6	6	0	-8

# Compound profiles, as listed above. Screens in order: MEKK3 PB1 HTS, OXTR agonist, MEKK2wt PB1 HTS, NALP1 inh, MEKK2 mut-MEK5, GPR7 antag, PHOSPHO1 block, M18AAP inhibitor, FID counter
# `CCn1cc(C(=O)NCc2cccs2)c(=O)c2ccc(C)nc21` across the screens: 107, -0.1, 101, 9, 0, -2, -3, 5, -3
# `COc1ccc(N/C(=N/c2nc(C)cc(C)n2)NC(=O)Nc2ccc(Cl)c(Cl)c2)c(OC)c1` across the screens: 108, -1.4, 107, 19, -2, 2, 0, 0, 2
# `C[C@@H]1CC=C[C@H]2[C@H]1C(=O)N(Cc1ccccc1)[C@H]2c1ccc(F)c(-c2ccc(N(C)C)cc2)c1` across the screens: 66*[inhibitor], -1.2, 54*[inhibitor], 17, 2, /, -9, /, /

# Next section
# Values run as follows: MEKK3 PB1 HTS	OXTR agonist	MEKK2wt PB1 HTS	NALP1 inh	MEKK2 mut-MEK5	GPR7 antag	PHOSPHO1 block	M18AAP inhibitor	FID counter
Oc1c(Br)cc(C2N=C(c3ccccc3)NO2)cc1Br (configuration not stated)
→ 103	-0.2	107	-12	5	-7	-1	13	3
CC(C)c1nnc(N2C(=O)c3oc4ccccc4c(=O)c3C2c2ccco2)s1 (configuration not stated)
→ 91	-1.5	100	10	-1	-3	-6	4	-9
CCOC(=O)c1c(/N=C/N(C)C)sc2c1CCC2
→ 103	-1.8	103	22	0	-14	-3	-3	-3
O=C(c1ccccc1)c1cccs1
→ 102	-1.3	101	-9	5	-10	-4	3	-1
NC(=O)c1ccc(NC(=O)c2ccccc2S(=O)(=O)c2ccccc2[N+](=O)[O-])cc1
→ 113	-1.3	101	10	0	0	-7	1	3
O=C1Nc2ccc(S(=O)(=O)N3CCCCCC3)c3cccc1c23
→ 102	-0.4	99	5	4	-12	11	0	-7
COCCN(C)Cc1nc(C(c2ccccc2)c2ccccc2)no1
→ 109	-1.3	104	/	10	-9	/	-7	-22
Cc1cc2c(cc1S(=O)(=O)N1CCN(c3ccccc3)CC1)OCCN2C
→ 99	-1.0	99	5	-4	-1	39	3	-27
CNC(=S)NNC(=O)c1ccc2c(c1)OCO2
→ 102	-0.4	101	-15	3	-4	8	35*	-3
Cc1cc(S(=O)(=O)n2cnc3cc([N+](=O)[O-])ccc32)ccc1Cl
→ 101	0.5	101	-4	-2	-8	1	1	-1
Cc1cc(=O)[nH]c(SCC(=O)NCCC2=CCCCC2)n1
→ 100	-0.9	107	5	3	-5	-11	-5	0
Cc1ccc(Cc2cnc(NC(=O)C3=NCCN3)s2)cc1
→ 97	4.4	101	6	0	-5	15	10	1
Cc1cccc(N2CCN(C(=O)CCC(=O)N3CC(C)Oc4ccc(C)cc43)CC2C)c1 (configuration not stated)
→ 95	-2.6	94	16	-6	9	23	-2	-50
CC(C)(C)N(NC(=O)OCc1ccccc1)C(=O)c1ccccc1
→ 97	-2.1	96	27	-2	-7	9	0	-12
O=C(CSc1n[nH]c(-c2ccccc2Cl)n1)NCc1cccc(C(=O)O)c1
→ 99	-0.3	92	-21	-10	-8	33	0	-10
CCOc1ccc(N2C(=O)CC(Cc3ccc(Br)cc3)C2=O)cc1 (configuration not stated)
→ 105	-0.4	104	-3	3	-7	/	3	-14
Cc1cccc(C)c1OCC(=O)N1CC2(C)CC1CC(C)(C)C2 (configuration not stated)
→ 105	-2.1	106	8	3	-11	14	2	-33
Cc1ccc(C(=O)Cc2nc3ccccc3[nH]2)cc1
→ 100	-1.9	99	0	4	-3	-7	15	-3
O=C(CCS(=O)(=O)c1ccccc1)N1CCN(c2ccccc2F)CC1
→ 100	0.0	104	13	4	1	47	0	-19
CC(=O)Nc1ccc(N=C(C2=C(O)c3ccccc3C2=O)c2ccccc2)cc1
→ 110	-0.6	100	23	2	-9	24	3	-1
CCOC(=O)CN1C(=O)CSc2ccc(S(=O)(=O)N3CCOCC3)cc21
→ 95	0.4	98	6	-1	-12	58	1	-11
Cc1cc(NC(=O)CSc2cn(C)c3ccccc23)no1
→ 107	-1.4	112	-11	10	-11	19	9	-5
Cc1cc(NC(=O)c2ccc(-c3ccc(F)c(Cl)c3)o2)no1
→ 100	-1.0	98	19	-1	-9	35	-11	0
Cc1cc(C)nc(N(C#N)Cc2ccccc2C)n1
→ 92	-1.8	87	0	-12	0	41	-3	-7
CCC(CNC(=O)c1c(C)nn(-c2ccccc2)c1Cl)c1ccccc1 (configuration not stated)
→ 108	-2.0	105	0	-1	0	31	4	-40
COc1ccc(CCN2CC(C(=O)NCc3nc4ccccc4n3C)CCC2=O)cc1 (configuration not stated)
→ 95	0.0	96	12	0	9	4	-5	-29
Brc1ccccc1CN1CCC(N2CCCCC2)CC1
→ 102	0.5	114	15	11	7	-4	-9	7
CCC(C)NC(=O)c1cc2cc3ccc(OC)cc3nc2s1 (configuration not stated)
→ 126*	-0.6	120	46	5	5	7	-1	-19
Cc1ccc(NC(=O)CSc2nnc(NC(=O)C3CC3)s2)cc1
→ 99	-1.4	102	0	3	-3	38	-3	-9
COc1ccc2c(c1OC)CN(C)CCc1cc3c(cc1C(=O)C2)OCO3
→ 98	1.5	97	6	-5	-6	23	4	0
C=C(C)Cn1c(N2CCCC2)nc2c1c(=O)n(C)c(=O)n2C
→ 97	-1.3	97	6	-2	-6	4	-1	-8
CC(=O)c1ccc(NC(=O)C(=O)c2cn(CC(=O)N3CCCCC3)c3ccccc23)cc1
→ 101	0.4	99	25	9	8	11	-6	5
COC(=O)C(C)n1cnc2c(nnn2-c2cccc(OC)c2)c1=O (configuration not stated)
→ 96	1.1	103	-8	1	4	1	2	-2
NC(=O)Cc1ccc(Nc2nnc(-c3ccc(O)cc3)c3ccccc23)cc1
→ 100	-2.1	101	21	7	3	-4	-4	-7
CC(C)(C)NC(=O)NC(=O)COC(=O)c1ccc2c(c1)S(=O)(=O)N=C1CCCCCN12
→ 147*	0.5	103	26	3	1	0	-5	-17
CCOC(=O)[C@H](CCc1ccccc1)N[C@@H](C)C(=O)N1[C@H](C(=O)O)C[C@@H]2CCC[C@@H]21
→ 104	1.0	105	/	4	/	/	/	/
CC(=O)Nc1ccc(CN2CCCN(C)CC2)cc1
→ 100	1.3	101	7	7	-17	39	-7	5
Cc1ccccc1NC(=O)C(=O)NNC(=O)COc1ccc2ccccc2c1
→ 99	-0.3	92	2	3	-3	-10	2	-21
COc1ccc(CNC(=O)CCCn2nc(C)c([N+](=O)[O-])c2C)cc1OC
→ 98	1.2	96	10	-5	-4	5	5	-3
Cc1ccc(COC(=O)Cc2coc3cc(O)ccc23)cc1
→ 102	-0.5	94	20	-5	1	14	-8	-13
CCOC(=O)c1ccc2c(c1)[nH]c(=S)n2CC
→ 96	-0.5	92	-10	-10	2	-30	0	-3
